ASAP1 inh: inhibitors of human ASAP1 ArfGAP activity; Q9ULH1; AID 624377; 0.19% of 360,000 active; inhibition, % at 16.5 µM; ASAP1-stimulated ARF1 GTP hydrolysis, GDP FP detection; in the data active means inhibition above about 25%;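 further: 0% = vehicle with enzyme and substrate and 100% = no enzyme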
PLCg1 inh: blocks human PLC-gamma1 enzyme activity. inhibition, % at 12.2 µM. purified PLC-gamma1, fluorogenic substrate, fluorescence. P19174. 0.84% of 370,000 active; in the data active means inhibition above about 9.5%
UHRF1 MBD2 ctr: human UHRF1 methylated DNA binding inhibitors; 0.75% of 370,000 active; UHRF1 binding to methylated oligo, TR-FRET; Q96T88; inhibition, % at 4.4 µM; in the data active means inhibition above about 21%;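 further: UHRF1 SRA domain binding a hemimethylated CpG hairpin DNA probe; 0% = median of test compound wells and 100% = reference inhibitor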
HGIII-sPLA2 inh: Blocks human group III sPLA2 activity | AID 743126 | inhibition, % at 12.2 µM | Q9NZ20 | QFRET BODIPY PC-A2 liposome hydrolysis, fluorescence | 0.56% of 370,000 active;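 active means inhibition above mean plus 3 SD of compounds lying within the high and low control bounds, cut at about 19% in these data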;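 further: 0% = median of test compound wells and 100% = no enzyme DMSO wells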
DDE Tn7 FP inh: inhibitors of Tn7 peptide binding to human fibrin DD(E); FP displacement of FITC-Tn7 peptide from fibrin DD(E); 0% = median of compound wells per plate; inhibition, % at 8.3 µM; 0.13% of 370,000 active; AID 720508;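 active means inhibition above the mean of compounds falling within the control limits plus 3 SD of them, cut at about 14% in these data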;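 further: 0% = plate median of compound wells and 100% = 10 µM Aha-Tn7 peptide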
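Assay system: Fibrin-DD(E) protein isolated from polymerized human fibrin clots; read-out basis: percent inhibition; medium: Tris/NaCl/CaCl2 buffer, pH 7.8; signal: FP measurement; incubation: 10 min plus 3 h, room temperature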
PLCb3 inh: inhibitors of human phospholipase C beta3 | Q01970 | Purified PLC-beta3, fluorogenic substrate, fluorescence | inhibition, % at 12.2 µM | 0.18% of 370,000 active; in the data active means inhibition above about 11%;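 further: 0% = median of compound wells on plate and 100% = full blocker control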
Target sequence (Q01970 whole entry, looked up): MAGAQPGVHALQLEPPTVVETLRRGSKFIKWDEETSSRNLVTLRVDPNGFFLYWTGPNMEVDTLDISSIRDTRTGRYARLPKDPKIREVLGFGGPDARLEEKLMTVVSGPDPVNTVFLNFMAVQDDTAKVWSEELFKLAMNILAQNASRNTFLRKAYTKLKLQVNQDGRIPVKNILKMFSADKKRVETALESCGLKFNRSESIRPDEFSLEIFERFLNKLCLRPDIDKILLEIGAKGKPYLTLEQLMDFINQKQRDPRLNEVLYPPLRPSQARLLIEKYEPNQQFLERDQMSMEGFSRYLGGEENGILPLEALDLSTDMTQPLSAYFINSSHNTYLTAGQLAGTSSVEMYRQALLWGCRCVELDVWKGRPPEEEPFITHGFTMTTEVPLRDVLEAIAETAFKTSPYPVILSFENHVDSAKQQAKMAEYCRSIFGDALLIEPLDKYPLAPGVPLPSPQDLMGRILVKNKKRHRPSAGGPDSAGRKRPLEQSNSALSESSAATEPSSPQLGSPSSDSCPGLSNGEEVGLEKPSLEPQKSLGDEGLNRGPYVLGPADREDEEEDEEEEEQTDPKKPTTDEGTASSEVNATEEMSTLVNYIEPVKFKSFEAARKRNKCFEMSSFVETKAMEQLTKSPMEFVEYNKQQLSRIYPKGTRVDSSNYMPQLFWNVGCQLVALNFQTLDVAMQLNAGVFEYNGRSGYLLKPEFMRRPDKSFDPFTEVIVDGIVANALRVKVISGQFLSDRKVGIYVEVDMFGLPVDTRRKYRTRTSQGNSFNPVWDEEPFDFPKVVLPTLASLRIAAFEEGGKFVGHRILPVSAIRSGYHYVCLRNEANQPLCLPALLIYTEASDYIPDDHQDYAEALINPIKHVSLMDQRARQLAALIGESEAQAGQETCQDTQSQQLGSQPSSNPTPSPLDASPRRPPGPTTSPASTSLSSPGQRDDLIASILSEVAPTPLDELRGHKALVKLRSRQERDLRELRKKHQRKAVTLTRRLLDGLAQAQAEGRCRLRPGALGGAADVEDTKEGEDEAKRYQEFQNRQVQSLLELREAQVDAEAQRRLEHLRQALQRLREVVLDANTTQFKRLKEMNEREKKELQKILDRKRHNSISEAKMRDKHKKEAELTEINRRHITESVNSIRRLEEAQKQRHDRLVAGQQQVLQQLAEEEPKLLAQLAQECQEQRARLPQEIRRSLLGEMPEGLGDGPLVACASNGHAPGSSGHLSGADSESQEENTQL
ARFGAP1 inh: inhibits rat ARF GTPase activating protein 1 | Q62848 | Arfgap1-stimulated ARF1 GTP hydrolysis, GDP FP detection | inhibition, % at 16.5 µM | 0.26% of 360,000 active;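 active means inhibition above a per-plate limit, mean inhibition of low control wells plus 3 SD, cut at about 25% in these data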;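 further: 0% = DMSO wells with enzyme and 100% = wells lacking Arfgap1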
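Material: truncated rat Arfgap1 GAP domain; Incubation: compound-enzyme preincubation 20 min, reaction 120 min, detection 60 min, 25 °C; Read-out: percent inhibition of Arfgap1-stimulated GTP hydrolysis; Technique: FP, GDP Alexa 633 tracer displaced from anti-GDP antibody, 620/688 nm; Controls: No-Arfgap1 wells (100%) versus DMSO full-reaction wells (0%); Replication: single well per compound.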
proKLK7 act: activators of human kallikrein-7 zymogen | P49862 | purified proKLK7, EDANS-DABCYL substrate fluorescence; 100% is mature enzyme control, 0% vehicle | activation, % at 7 µM | 0.9% of 370,000 active;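 active means activation above the mean of all tested compounds plus 3 SD, computed per campaign excluding outliers beyond control limits, cut at about 13% in these data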
DDE Tn6 FP inh: DD(E)-Tn6 binding inhibition, primary FP screen; Fibrin DD(E) TRITC-Tn6 fluorescence polarization displacement; P02675; inhibition, % at 8.3 µM; 0.21% of 370,000 active;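 active means inhibition above a per-campaign cutoff: mean of compounds within control limits plus 3 SD, cut at about 15% in these data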;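 further: 0% = median of all compound wells on the plate and 100% = blocking peptide control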
Rev-erbA mod: modulates human Rev-erb alpha binding to DNA. activity, % at 10 µM. 0.79% of 370,000 active. Rev-erbα–FITC-DNA binding, fluorescence polarization, 90 min. P20393. AID 1259318;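 active means activity above about 14%, limit read from the data; passing the limit was not always enough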;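 further: 0% = DMSO wells with 35 nM protein and 100% = DMSO wells with 750 nM protein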
The depositor's hits bear a star; . = not tested or not shown; & = joins results of further samples.

SMILES | ASAP1 inh | PLCg1 inh | UHRF1 MBD2 ctr | HGIII-sPLA2 inh | DDE Tn7 FP inh | PLCb3 inh | ARFGAP1 inh | proKLK7 act | DDE Tn6 FP inh | Rev-erbA mod
Cc1ccc(CNC(=O)C2CC(c3cccc([N+](=O)[O-])c3)=NO2)cc1 (configuration not stated) | 13 | 0 | 0 | -8 | -6 | 0 | -11 | 0.9 | 4 | 2
CCN1CCN(c2oc(COc3ccc(-c4ccccc4)cc3)nc2C#N)CC1 | 15 | 0 | -1 | -25 | 5 | -1 | -4 | 0.5 | 1 | 1
CCOc1cc(N2CCOCC2)c(OCC)cc1NC(=O)COC(=O)COc1cc(C)cc(C)c1 | 1 | 5 | 2 | 4 | 5 | -7 | 12 | -0.1 | -9 | 2
COc1ccc(Br)cc1[C@H]1[C@H]2C=CC[C@@H](C)[C@@H]2C(=O)N1Cc1ccccc1 | -2 | 2 | 1 | -2 | -6 | 3 | -5 | 0.4 | 4 | 5
COCCCNC(=S)N/N=C/c1ccc(O)cc1O | 2 | -15 | 0 | -7 | -4 | -22 | -3 | -5.0 | -6 | -4
CCN1CCN(c2cc3c(cc2F)c(=O)c(C(=O)O)cn3C2CC2)CC1 | -5 | -73 | 2 | -1 | 7 | -94 | 3 | 5.7 | 3 | -3&-5
COc1ccc(CCNC(=O)c2c(C)nn(-c3ccccc3)c2Cl)cc1OC | 1 | -1 | 1 | 4 | 0 | -5 | 13 | -0.9 | 6 | -2
N#Cc1ccccc1NC(=O)c1cc(=O)c2ccccc2o1 | 10 | -1 | 2 | 4 | 1 | -8 | -4 | -0.5 | 0 | 2
Cn1c(N2CCC(C(N)=O)CC2)nc2c1c(=O)n(Cc1ccc(Br)cc1)c(=O)n2C | -3 | 4 | -2 | -7 | -1 | 2 | -11 | -0.1 | -1 | -12
COCCn1c(=S)[nH]c2cc(C(=O)NCCCN3CCOCC3)ccc2c1=O | 7 | -3 | -4 | -1 | -1 | 0 | -10 | -0.8 | -3 | 1
CCc1cc(-c2nnn(CCC3COCCO3)c2CC)ccc1-c1cn(Cc2ccc3ccccc3c2)nn1 (configuration not stated) | 2 | -1 | -3 | -43 | -2 | -1 | -2 | 0.6 | -8 | 2
Cc1ccc(C(=O)OCC(=O)Nc2ccc3c(c2)OCO3)cc1S(=O)(=O)N1CCOCC1 | 16 | -3 | 0 | 1 | 2 | -5 | -3 | -0.6 | 4 | -4
CC(C)(C)c1ccc(C(=O)NC2CCS(=O)(=O)C2)cc1 (configuration not stated) | 15 | 3 | 5 | 5 | 0 | -2 | 5 | 0.5 | 4 | -3
CC1CC(C)CN(S(=O)(=O)c2ccc(Oc3ccc([N+](=O)[O-])cc3)cc2)C1 (configuration not stated) | 13 | -1 | 0 | 1 | -3 | 3 | 2 | -0.2 | 8 | 1
N#Cc1c(SCC(N)=O)nc2c(c1-c1ccc(O)cc1)CCCC2 | 7 | -13 | 5 | -3 | 4 | -23 | -7 | 1.7 | 1 | 2
c1ccc(Nc2nc(-c3ccccn3)cs2)cc1 | 4 | -8 | 1 | 3 | 1 | -7 | -9 | 0.0 | -17 | -1
O=C(CNC(=O)c1ccc(F)cc1)c1ccc(Cl)cc1 | -1 | 5 | 13 | -8 | 2 | 1 | 9 | -1.0 | 8 | 5
CC(=O)Nc1ccc(NC(=O)CCOc2ccccc2C)cc1 | 0 | -2 | -1 | -2 | -2 | -2 | 4 | -0.6 | 1 | 4
CCCOc1ccc(C(=O)N2CCN(Cc3ccc4c(c3)OCO4)CC2)cc1 | 4 | 2 | 4 | 1 | -4 | -10 | 7 | -0.2 | -10 | 2
Cc1ccccc1CS(=O)(=O)c1ncc(Cl)c(C(=O)Nc2ccc(F)cc2)n1 | 4 | 1 | -2 | -9 | 2 | -7 | -5 | 0.2 | -1 | 3
OCC1OC(Nc2ccccc2C=NO)C(O)C1O (configuration not stated) | -6 | -3 | -1 | 9 | 6 | -9 | -6 | -0.5 | -1 | 6
CSc1ccc(NC(=O)Nc2ccc(C(=O)NCC(=O)O)cc2)cc1 | 5 | 1 | 4 | -3 | -4 | -3 | 9 | -0.1 | -3 | 5
COCCNC(=S)N1CCc2cc(OC)c(OC)cc2C1COc1ccc(F)cc1 (configuration not stated) | -9 | 0 | 1 | -4 | 1 | -4 | -2 | -0.5 | 7 | 2
NC(=O)C1CC(=O)N(c2ccc(OCC(=O)Nc3ccccc3F)cc2)C1 (configuration not stated) | -7 | 4 | 2 | 11 | 2 | -9 | 4 | -0.1 | -2 | 4
CCOc1cc(C2C(C(=O)c3ccco3)=C(O)C(=O)N2CCc2ccccc2)ccc1O (configuration not stated) | -7 | 0 | 0 | 2 | 1 | -2 | -2 | 0.0 | -5 | -2

As entered above.
Under DDE Tn7 FP inh, N#Cc1c(SCC(N)=O)nc2c(c1-c1ccc(O)cc1)CCCC2 has the entry 4
Under proKLK7 act, CCN1CCN(c2oc(COc3ccc(-c4ccccc4)cc3)nc2C#N)CC1 has the entry 0.5
Under UHRF1 MBD2 ctr, COCCn1c(=S)[nH]c2cc(C(=O)NCCCN3CCOCC3)ccc2c1=O has the entry -4
Under DDE Tn7 FP inh, Cn1c(N2CCC(C(N)=O)CC2)nc2c1c(=O)n(Cc1ccc(Br)cc1)c(=O)n2C has the entry -1
Under Rev-erbA mod, COc1ccc(Br)cc1[C@H]1[C@H]2C=CC[C@@H](C)[C@@H]2C(=O)N1Cc1ccccc1 has the entry 5

The main list resumes; the two compounds before the break are reprinted first.
SMILES | ASAP1 inh | PLCg1 inh | UHRF1 MBD2 ctr | HGIII-sPLA2 inh | DDE Tn7 FP inh | PLCb3 inh | ARFGAP1 inh | proKLK7 act | DDE Tn6 FP inh | Rev-erbA mod
NC(=O)C1CC(=O)N(c2ccc(OCC(=O)Nc3ccccc3F)cc2)C1 (configuration not stated) | -7 | 4 | 2 | 11 | 2 | -9 | 4 | -0.1 | -2 | 4
CCOc1cc(C2C(C(=O)c3ccco3)=C(O)C(=O)N2CCc2ccccc2)ccc1O (configuration not stated) | -7 | 0 | 0 | 2 | 1 | -2 | -2 | 0.0 | -5 | -2
CCC(Oc1ccc(Br)cc1Cl)C(=O)Nc1nnc(C2CC2)s1 (configuration not stated) | 4 | 2 | -2 | -6 | 0 | -5 | -6 | -0.6 | 1 | -6
CCCn1c(NC(=O)c2ccc([N+](=O)[O-])o2)nc2ccccc21 | -3 | -95 | -3 | 1 | -1 | -91 | -3 | 0.2 | 7 | 0
Cc1ccc(OCC(=O)Nc2cc(S(=O)(=O)N3CCCCC3)ccc2C)c([N+](=O)[O-])n1 | 9 | 10* | 4 | 21* | 4 | 1 | 7 | 0.2 | -5 | -5
CC(=O)Nc1nc2ccc(NC(=O)c3ccco3)cc2s1 | 0 | 0 | 0 | 1 | 1 | -3 | 2 | 0.0 | -7 | 5
CCOC(=O)C(C(=O)OCC)C(CC(=O)C1CC1)c1ccccc1 (configuration not stated) | -13 | 4 | -5 | 3 | -8 | 6 | 6 | 0.0 | 8 | 0
Cc1ccc(S(=O)(=O)N2CCN(CC(O)CN3CCOCC3)CC2)cc1 (configuration not stated) | 0 | -1 | 0 | 2 | 4 | -4 | 13 | -0.6 | -1 | 6
CC(C)C(=O)N1c2ccccc2NC2=C(C(=O)CCC2)C1c1ccc(N(C)C)cc1 (configuration not stated) | 11 | 4 | 2 | 10 | -6 | 1 | 6 | -0.6 | -3 | -2
O=C(OCc1ccccc1)c1cn(-c2ccccc2)nc1-c1ccncc1 | 1 | 0 | -2 | -7 | -6 | -1 | -8 | 0.2 | -3 | -3
Cc1ccc2[nH]c3c(=O)n(CC(=O)N4CC(C)CC(C)C4)ncc3c2c1 (configuration not stated) | 17 | 3 | -2 | -1 | -3 | -4 | 31* | -0.1 | -1 | 2
Cc1cccc(C(=O)OCN2C(=O)c3ccccc3C2=O)c1[N+](=O)[O-] | -7 | 5 | 0 | 6 | -7 | -5 | -6 | -0.5 | -1 | 2
COc1ccc(C(C(=O)N(C)C2CCCC2)N(Cc2ccc(F)cc2)C(=O)c2sccc2Cl)cc1OC (configuration not stated) | . | -2 | 1 | -2 | 9 | 2 | . | -0.1 | 3 | -7
Cc1noc(C)c1C(=O)Nc1nc2ccccc2s1 | -11 | -1 | 2 | 0 | 9 | -13 | -3 | 0.4 | 6 | -2
COC(=O)c1ccccc1S(=O)(=O)N1CCC(NC(=O)C(Cc2cccc(OC)c2OC)NC(C)=O)CC1 (configuration not stated) | 1 | 4 | 1 | 6 | 2 | 0 | -1 | 0.7 | 6 | 2
Cc1ccc(C(C)NC(=O)c2ccncc2)c(C)c1 (configuration not stated) | 1 | 1 | -3 | -3 | -3 | 0 | 3 | -0.4 | -8 | 3
Cc1cc(=O)oc(C)c1C(=O)N1CCCCC1 | 8 | 0 | -2 | 2 | -5 | -2 | -4 | 0.3 | -2 | 20*
CC(=O)c1ccc(OCc2cc(=O)n3ccsc3n2)cc1 | -11 | -10 | 6 | 16 | 2 | -10 | 10 | -0.7 | -9 | 0
CCCCn1c(N)c(N(CCOC)C(=O)c2ccc(Cl)c(S(=O)(=O)N3CCCCC3)c2)c(=O)[nH]c1=O | 1 | -9 | 3 | 11 | 5 | -13 | 7 | 0.0 | -4 | 3
CCN(CC)CCNC(=S)Nc1ccc(Cl)cc1 | -1 | 3 | 7 | 21* | 1 | 2 | -1 | -0.2 | 4 | -5
Cc1cccc(NC(=O)CSc2nnc([C@@H]3CCCN3C(=O)OC(C)(C)C)o2)c1C | 4 | 2 | 3 | 0 | -6 | 6 | 11 | 0.0 | 3 | 1
CCOc1ccc(NC(=O)COc2ccc(-n3cnnn3)cc2)cc1 | -7 | -4 | -1 | -4 | -2 | -4 | 11 | -0.3 | -5 | -1
CN(C(=O)CCc1nnc(CCCCc2ccccc2)o1)C1CC(C)(C)NC(C)(C)C1 | 7 | 3 | 46* | 8 | 8 | -5 | 1 | -0.3 | -8 | -2
CC(NC(=O)CN1CCOCC1)c1ccc(F)cc1 (configuration not stated) | 1 | -1 | 6 | 21* | 4 | -3 | -3 | 0.0 | 3 | 1
COc1cc(CN2CC(=O)N(c3ccc(C)c(C)c3)C2=S)cc(OC)c1OC | 15 | 3 | 1 | -140 | -4 | 2 | -9 | 0.4 | 1 | -2
O=C1CSc2ccc(C(=O)NCc3ccccn3)cc2N1 | 12 | -1 | -1 | 13 | -3 | -4 | -6 | -0.1 | 1 | -3
O=C(CCN1C(=O)/C(=C/C=C/c2ccccc2)SC1=S)Nc1cccnc1 | 19 | 0 | 8 | 9 | -1 | -6 | 19 | 0.2 | -3 | -7
COc1ccc(CC(=O)Nc2c(C(=O)N3CCN(c4ccccc4OC)CC3)oc3ccccc23)cc1OC | 5 | -1 | 1 | -6 | 2 | -9 | -3 | 0.7 | 6 | -4
O=S(=O)(c1c(Cl)cc(Br)cc1Cl)N1CCN(C(=S)NC2CC2)CC1 | -12 | 7 | 0 | -1 | 2 | -2 | -12 | 0.4 | 1 | 2
CN(C)S(=O)(=O)c1cccc(NC(=O)CCCc2nc3ccccc3c(=O)[nH]2)c1 | -2 | 2 | -2 | -3 | -10 | -1 | 1 | -0.7 | -9 | -3

Screening data: PubChem BioAssay, several laboratories
